Ecoli WT growth = blocks growth of wild type E. coli BW25113 | E. coli BW25113 growth inhibition, OD600 | inhibition, % at 10 µM | hit rate 0.05% among 20,000 | AID 552; in the data active = inhibition above about 40%;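 also: bacteria exposed to compound for 20 hours at 37 °C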
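System: bacterial strain in a whole-cell growth screen; medium: LB broth with 50 µg/mL kanamycin; detection: absorbance at 615 nm; schedule: 20 h exposure, 37 °C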
* marks the source's active call; other numbers are inactive results. A portion of the library. The share of hits here may be higher or lower than overall.

SMILES	Ecoli WT growth
CC(C)c1nc(N2CCN(C(=O)c3ccco3)CC2)c2c3c(sc2n1)CCCC3	8
CCOc1cccc2cc(C(=O)N3CCN(C/C=C/c4ccccc4)CC3)c(=O)oc12	-11
CCN(Cc1cc2cc(OC)ccc2[nH]c1=O)C(=O)Cc1ccc(OC)cc1	-1
CSc1ccc(C(=S)N2CCN(C)CC2)cc1	-28
CC(C)C(=O)N1CCN(c2nc(-c3ccccc3)c3c(c2C#N)CCCC3)CC1	0
COc1cccc(OC)c1C(=O)Nc1ccccc1C(=O)N1CCOCC1	-2
O=C(Cn1nnc(-c2ccccc2)n1)Nc1ccccc1N1CCOCC1	2
COc1ccc(-c2cc3ccc(OCc4nn[nH]n4)cc3oc2=O)cc1	-2
COc1cccc(CNC(=O)CCS(=O)(=O)c2cccc3nsnc23)c1	-1
CCOC(=O)N1CCN(C(=O)c2ccc(Cl)c(S(=O)(=O)Nc3ccccc3)c2)CC1	-9

Reprinted at random: 2 compounds from above
SMILES	Ecoli WT growth
COc1cccc(CNC(=O)CCS(=O)(=O)c2cccc3nsnc23)c1	-1
CCN(Cc1cc2cc(OC)ccc2[nH]c1=O)C(=O)Cc1ccc(OC)cc1	-1

The listing continues:
SMILES	Ecoli WT growth
CCC1(C(=O)OC)NC(c2cccc(F)c2)C2C(=O)N(C)C(=O)C21 (stereo unspecified)	-2
CCCn1nnc(NC(=O)c2sc3ccccc3c2Cl)n1	0
Cc1ccc(CC(=O)NCC(C)C)cc1	5
CCc1ccccc1OCc1nnc(N)s1	-5
Cc1cccc(NC(=O)CCCCCN2C(=O)c3ccccc3C2=O)n1	-7
Nc1nc(NC(=O)c2cccs2)nn1-c1ccccc1	7
Cc1cc(N2C(=O)CCC2=O)n(-c2ccccc2)n1	-20
Cc1ccccc1NS(=O)(=O)c1ccc(NC(=O)c2ccco2)cc1	-1
CCOC(=O)C1=C(C)N=C2SC(C)C(=O)N2C1c1cccc(F)c1 (stereo unspecified)	-3
Nc1nc(-n2cnnc2)nn1-c1ccccc1	10
COC(=O)Nc1ccc(S(=O)(=O)N(C)C)cc1	-17
CCCOc1ccc(C2C(C(=O)c3ccco3)=C(O)C(=O)N2CCCn2ccnc2)cc1 (stereo unspecified)	-19
O=C(CCC1COc2ccccc2O1)Nc1cccnc1 (stereo unspecified)	-20
Cc1nnc(NC(=O)C2COc3ccccc3O2)s1 (stereo unspecified)	6
O=C1CC(N2CCSCC2)C(=O)N1CCc1ccccc1 (stereo unspecified)	-19
Cc1cc(C)cc(N(CC(=O)Nc2cccc(C)n2)S(=O)(=O)c2c(C)noc2C)c1	14
CC(C(=O)O)c1ccc(-c2ccccc2)c(F)c1 (stereo unspecified)	4
CCN(CC)c1ccc2cc(-c3nc4ccccc4[nH]3)c(=O)oc2c1	18
CCn1c(SC)nnc1-c1nnc(SC)n1CC	-17
Cc1ccc(-c2csc3ncn(-n4c(C)ccc4C)c(=O)c23)o1	-4
COc1cccc(-c2cc(C(=O)Nc3cc(C)n(Cc4ccc(Cl)cc4)n3)no2)c1	1
COc1ccc(-n2c(COc3cccc(C)c3)nnc2SCC(=O)NCc2ccco2)cc1	13
CS(=O)(=O)N1CCC(C(=O)N2CCc3ccccc3C2)CC1	4
COc1ccccc1NC(=O)CCC(=O)O	-2
CCn1c(SCC(=O)Nc2ccccc2N2CCCCC2)nc2c1c(=O)n(C)c(=O)n2C	-3
COC(=O)C1=C(C)N(c2ccc(C(=O)OC)cc2)C(=O)C1	-8
CCc1c(C(=O)Nc2cc(C)ccc2OC)[nH]c(C)c1C(C)=O	17
CCOCC(=O)N1CCc2ccccc21	-17
COC(=O)c1c(NC(=O)CCc2ccc(C)o2)sc(C)c1C	-6
CCOC(=O)N1CCC(NC(=O)Cn2ncc3c4ccccc4n(C)c3c2=O)CC1	2

6 consecutive entries already listed, quoted:
SMILES	Ecoli WT growth
COc1cccc(-c2cc(C(=O)Nc3cc(C)n(Cc4ccc(Cl)cc4)n3)no2)c1	1
COc1ccc(-n2c(COc3cccc(C)c3)nnc2SCC(=O)NCc2ccco2)cc1	13
CS(=O)(=O)N1CCC(C(=O)N2CCc3ccccc3C2)CC1	4
COc1ccccc1NC(=O)CCC(=O)O	-2
CCn1c(SCC(=O)Nc2ccccc2N2CCCCC2)nc2c1c(=O)n(C)c(=O)n2C	-3
COC(=O)C1=C(C)N(c2ccc(C(=O)OC)cc2)C(=O)C1	-8

(listing goes on)
SMILES	Ecoli WT growth
c1ccc(OCc2nn3c(Cn4cnc5ccccc54)nnc3s2)cc1	-16
CCN(CC)CCCNC1CCS(=O)(=O)C1 (stereo unspecified)	9
COC(=O)Cc1[nH]nc2c1C(C1C=CCCC1)C(C#N)=C(N)O2 (stereo unspecified)	-1
CCNC(=O)C(C)Sc1ccc(Cl)cc1 (stereo unspecified)	-11
Cc1n[nH]c(C)c1S(=O)(=O)N1CCCCCC1	7
Cc1cc(C)n(S(=O)(=O)c2cc(C)c(C)cc2C)n1	-23
CC12CN3CC(C)(CN(C1)C3c1ccc(Cl)cc1Cl)C2=O (stereo unspecified)	10
CCCN=C(N)/C(C(=O)OCC)=C(\O)c1ccc(OC)cc1	-18
CCN(CC(=O)N1CCN(C)CC1)S(=O)(=O)c1ccc(Cl)cc1	-12
CCCc1[nH]nc2c1C(c1ccc(OCCN3CCOCC3)c(OCC)c1)C(C#N)=C(N)O2 (stereo unspecified)	-15
O=C(O)C1CC(=O)N(c2ccc(OCc3ccccc3Cl)cc2)C1 (stereo unspecified)	-1
COc1ccc(CCNC(=O)CCSc2nc(-c3ccco3)cc(C(F)(F)F)n2)cc1OC	-13
O=C(CN1C2=NCCN2c2ccccc21)c1ccc2c(c1)OCO2	-18
Cc1ccccc1N1C(=O)CC(N(O)c2ccccc2)C1=O (stereo unspecified)	-20
O=C(c1nc2nc(-c3ccc(Cl)cc3)cc(C(F)(F)F)n2n1)N1CCOCC1	-24
COc1cc(OC)cc(C(=O)N2CCN(C(=O)c3ccc(OC)c(OC)c3)CC2)c1	6
C=C(C)c1cccc(C(C)(C)NC(=O)N2CCN(CC)CC2)c1	6
COc1ccc(OC)c(S(=O)(=O)N2Cc3ccccc3CC2C(=O)Nc2nccs2)c1 (stereo unspecified)	-10
Cc1nc2cc(NC(=O)NCc3ccco3)ccc2n1C	-17
COc1ccccc1-c1nnc(SCC(=O)NC2CCCCC2)o1	12
Cn1c(NCc2ccccc2O)nc2ccccc21	-6
Cc1ccc(NC(=O)CSc2nnc(NC(=O)CN3CCOCC3)s2)cc1	3
COc1ccc(C(=O)N2CC3(C)CC2CC(C)(C)C3)cc1 (stereo unspecified)	-15
C=CCSc1n[nH]c(-c2ccc(OCCC)cc2)n1	-13
COc1ccc(-n2cc(-c3ccccc3)c3c(N4CCN(CCO)CC4)ncnc32)cc1	1
CCC(=O)Nc1ccc(NC(=O)CSc2nnnn2C(C)C)cc1	-7
COc1ccccc1N(CC(=O)Nc1ccccc1C(=O)NCC(C)C)S(C)(=O)=O	-20
CCCn1nnc(NC(=O)c2ccccc2Cl)n1	4
CC(C)Nc1nc2n(c(=O)n1)CCN2C(C)C	2
COCCCN(Cc1ccccn1)S(=O)(=O)Cc1ccccc1	18
O=C(CN1C(=O)NC2(CCCCC2)C1=O)Nc1ccc(S(=O)(=O)N2CCOCC2)cc1	0
CN(C)c1nc(OCCOC(=O)Nc2ccc(Cl)cc2Cl)nc(N(C)C)n1	-8
Cc1nnc(SCC(=O)NC(C)(C)C)n1CCc1ccccc1	0
Cc1cccn2cc(-c3ccccc3)nc12	-3
O=C(NC1(C(=O)NC2CCCCC2)CCCCC1)c1ccc2c(c1)OCO2	4
Cc1ccc(C)c(NC(=O)CSc2n[nH]c(-c3ccncc3)n2)c1	-18
CC1(C)CC(=O)C(C=NC(CCC(N)=O)C(=O)O)=C(O)C1 (stereo unspecified)	5
N#CC1=C(N)Oc2cc(N)ccc2C1C1CCCCC1 (stereo unspecified)	-16
O=C(Nc1ccc(-c2nc3ccccc3o2)c(O)c1)c1cc(-n2cnnc2)ccc1Cl	-16
C=CCn1c(SCC(=O)NC2CCCCC2)nnc1-c1sc(N)nc1C	-7
CN(C)CCCN1c2ccccc2Sc2ccc(C(F)(F)F)cc21	5
Cc1cc(=O)[nH]c(=S)n1-c1ccccc1	6
Cc1ccccc1Cn1ccc(NC(=O)CCSc2nc(-c3ccco3)cc(C(F)(F)F)n2)n1	-14
COc1ccc(OC)c(S(=O)(=O)N(C)CC(=O)O)c1	-13
NC(=O)C1CCN(C(=O)CSc2ccccn2)CC1	-22
CCOc1ccc(N2C(=O)CC(Sc3nccc(C)n3)C2=O)cc1 (stereo unspecified)	-22
Cc1cccc(OCCn2c(NC(=O)c3ccco3)nc3ccccc32)c1	-4
Cc1ccc(O)c(NC(=O)COc2cc(C)ccc2C)c1	0
CCC1CCCCN1C(=O)C1CC(c2cc(Cl)c(OC)cc2OC)=NO1 (stereo unspecified)	-2
C=CCc1cccc2cc(C(=O)NC)c(=O)oc12	-15

Taken from above:
`COc1cccc(OC)c1C(=O)Nc1ccccc1C(=O)N1CCOCC1` – Ecoli WT growth = -2
`Cc1nc2cc(NC(=O)NCc3ccco3)ccc2n1C` – Ecoli WT growth = -17
`CCN(CC)CCCNC1CCS(=O)(=O)C1` (stereo unspecified) – Ecoli WT growth = 9
`CC(C)Nc1nc2n(c(=O)n1)CCN2C(C)C` – Ecoli WT growth = 2

Additional records:
SMILES	Ecoli WT growth
Nc1nc2ccc(OC(F)(F)F)cc2s1	3
Nc1c(C(=O)N2CCCCC2)sc(=S)n1-c1ccccc1	-19
COc1ccccc1Nc1nc(N)nc(CSc2nccc(C)n2)n1	0
COc1ccc(Cn2c(N)c(C#N)c3nc4ccccc4nc32)cc1OC	8
COc1ccccc1NS(=O)(=O)c1ccc(Cl)cc1	5
Cc1c(Cl)cccc1N(CC(=O)O)S(C)(=O)=O	-21
Cn1nnc2cc(C(=O)NCCC3=CCCCC3)ccc21	-22
CCCC(=O)Nc1nnc(CC(=O)N2CCCC2)s1	-2
Cc1cccc2c(=O)cc(C)n(CC(=O)N3CCCCC3)c12	-24
COc1ccc(CNC(=O)NC2CCCCC2)cc1	-14
Cc1ccc(Cl)c(OCC(=O)Nc2ccc3c(c2)OCCO3)c1	-16
Cc1c(C)[n+](=O)c2c(n1[O-])CCCCC2	6
COc1ccccc1-n1cnc2cc(NC(C)=O)ccc21	16
CCc1c(O)nc(SCC(N)=O)n(-c2ccccc2F)c1=O	-20
CCOC(=O)Cc1nnc(NC(=O)c2ncn[nH]2)s1	-4
O=C(Nc1ccc2c(c1)OCO2)C1CC(c2ccccc2Cl)=NO1 (stereo unspecified)	-18
CC(Oc1ccccc1)C(=O)N1CCCc2ccccc21 (stereo unspecified)	0
N=c1c(C(=O)NCc2ccccc2)cc2c(=O)n3ccccc3nc2n1Cc1ccco1	7
Cc1cc(C)c(C#N)c(N2CCCC2)n1	-1
Cc1cc(NC(=O)CCC(=O)N(CCc2ccccc2)C(C(=O)NC2CCCC2)c2ccco2)no1 (stereo unspecified)	10

4 entries from above, field by field:
> CCOC(=O)Cc1nnc(NC(=O)c2ncn[nH]2)s1
  Ecoli WT growth: -4
> C=CCn1c(SCC(=O)NC2CCCCC2)nnc1-c1sc(N)nc1C
  Ecoli WT growth: -7
> CC(C)c1nc(N2CCN(C(=O)c3ccco3)CC2)c2c3c(sc2n1)CCCC3
  Ecoli WT growth: 8
> Cc1ccc(NC(=O)CSc2nnc(NC(=O)CN3CCOCC3)s2)cc1
  Ecoli WT growth: 3

Carrying on:
SMILES	Ecoli WT growth
Cc1c(NC(=O)CN2C(=O)c3ccccc3S2(=O)=O)c(=O)n(-c2ccccc2)n1C	-20
CCC(=O)Nc1ccc(F)c(Cl)c1	-1
CCN(CC)c1cc(Oc2ccccc2)ncn1	0
O=C(COC(=O)CCC(=O)c1cccs1)NCc1ccco1	-2
COc1ccc(CCCc2nnc(SCC(=O)Nc3nccs3)n2C)cc1C	-19
COC(=O)C(NC(=O)C(NC(=O)c1ccccc1)C(C)C)C(C)C (stereo unspecified)	-13
CCN(CC)C(=O)CN(c1ccc(F)c(Cl)c1)S(C)(=O)=O	4
COC(=O)c1cc(Br)c(=O)n(CCN2CCCCC2)c1	-14
CCOC(=O)N1CCN(C(=O)CN(C)S(=O)(=O)c2ccc(OC)c(OC)c2)CC1	-1
Cc1nc2oc3c(NCc4ccccn4)ncnc3c2c2c1COC(C)(C)C2	7
COC(=O)C(C)Oc1ccc2c3c(c(=O)oc2c1)CCCCC3 (stereo unspecified)	-5
COC(=O)c1cc(OC)c(OC)cc1NC(=O)c1ccc(Br)o1	0
COc1ccc(CCNc2nc(N3CCOCC3)nc(N3CCOCC3)n2)cc1OC	-4
CCCCOc1ccc(CSc2ncn[nH]2)cc1	4
CS(=O)(=O)N1CCCC(C(=O)N2CCOCC2)C1 (stereo unspecified)	12
Cc1ccccc1CSc1nnc(C)n1N	-16
CCN1CCN(Cc2ccc(NC(=O)Nc3ccc(SC)cc3)cc2)CC1	-10
Cc1nc2ccccc2c(=O)n1NC(=O)Nc1ccccc1	-7
O=C(NCc1ccco1)c1ccc2c(=O)n(CC3CCCO3)c(=S)[nH]c2c1 (stereo unspecified)	7
COc1ccc(C(=O)CN2C3=NCCCN3c3ccccc32)cc1OC	-2
CCOc1cc(C)c(Cl)cc1S(=O)(=O)N(CC)CC	-18
C=CCOc1ccc(Cl)cc1C(=O)O	-16
NC(=O)c1ccccc1NS(=O)(=O)c1cccs1	4
COc1ccc(S(=O)(=O)Nc2cc(C)cc(C)n2)c2ccccc12	-15
CCCn1nnc(NC(=O)COc2ccc(C3CCCCC3)cc2)n1	-21
O=S(=O)(c1cccc(Cl)c1)N1CCCC1	-21
Cc1ccc(C(C)C)c(OCCCN2CC(C)OC(C)C2)c1 (stereo unspecified)	1
O=C(c1ccccc1)C1CCc2occc2C1=O (stereo unspecified)	-20
O=C1CN(C(=O)COC(=O)c2ccccc2NC(=O)c2ccco2)c2ccccc2N1	4
NC(=O)C1CCN(C(=O)CN2CCCc3ccccc32)CC1	2
O=C(NCC1CCCO1)C1CCCN(S(=O)(=O)c2cccc3nsnc23)C1 (stereo unspecified)	11
CC(C)(C)c1cc(CCC(=O)N2CCNCC2)c(C(C)(C)C)cc1O	5
